# SENP8 block-1 = SENP8 protease inhibition; purified SENP8, Z-RLRGG-aminoluciferin cleavage, luminescence; inhibition, % at 10 µM; 1.2% of 330,000 active; AID 2540; in the data active means inhibition above about 50%
# Target sequence (Q96LD8 whole entry, looked up): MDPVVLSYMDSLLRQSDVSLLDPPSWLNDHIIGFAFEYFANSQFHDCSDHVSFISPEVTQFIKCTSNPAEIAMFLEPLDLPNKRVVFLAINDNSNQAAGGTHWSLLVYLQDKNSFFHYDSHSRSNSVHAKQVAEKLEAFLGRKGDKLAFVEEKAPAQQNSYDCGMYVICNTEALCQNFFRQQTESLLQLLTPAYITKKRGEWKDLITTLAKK
# HKDC1 inh = inhibitors of human hexokinase HKDC1. Q2TB90. 0.16% of 340,000 active. inhibition, % at 20 µM. recombinant HKDC1, G6PDH/diaphorase resazurin coupled fluorescence;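 active means inhibition above about 35% when tested at 20 µM, limit read from the data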;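 further: plate controls were DMSO wells with enzyme for no effect and DMSO wells lacking enzyme for full effect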
#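 Material – in-house recombinant HK5 (HKDC1) enzyme · Quantity – HKDC1 at 5 µg/mL · Buffer or medium – pH 8.0 Tris buffer with 10 mM MgCl2 · Reagent – glucose with 1 mM ATP · Dosing – single 20 µM dose · Times – reaction time 90 min, room temperature, protected from light · Technique – resorufin fluorescence at 613 nm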
# SENP1 FRET inh = blocks the human SENP1 SUMO protease catalytic domain; recombinant SENP1 catalytic domain, CyPet-SUMO1-YPet FRET cleavage; Q9P0U3; inhibition, % at 10 µM; 0.21% of 360,000 active;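 active means inhibition at least 30% at 10 µM, raw YFP signal under a set limit, fluorescence ratio 0.5 to 1.5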;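 further: 0% = enzyme with DMSO and 100% = no enzyme wells; some results filed as inactive read as strong as hits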
#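 Test system: hSENP1 catalytic domain, recombinant; Amount: 20 pM final SENP1 enzyme; Medium: Tris pH 8 buffer plus EDTA, NaCl, BME, BSA, NP40, catalase; Schedule: 50 min enzyme reaction, room temperature, light-protected; Technique: FRET fluorescence in CFP and YFP emission channels; Controls: no-enzyme wells low, DMSO-plus-enzyme wells high control.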
# PfG6PD inh = PfG6PD (Plasmodium falciparum) enzyme inhibition; inhibition, % at 20 µM; 0.78% of 350,000 active; PfGluPho enzyme, NADPH resazurin-diaphorase fluorescence;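 active means inhibition reaching at least a set limit at 20 µM in the primary screen, cut at about 59% in these data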;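 further: 0% = DMSO wells with substrate and 100% = DMSO wells lacking glucose-6-phosphate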
# SENP8 block-2 = SENP8 (human) protease inhibition. Q96LD8. recombinant SENP8, Nedd8 substrate fluorescence. inhibition, % at 20 µM. 0.64% of 360,000 active. AID 602440; in the data active means inhibition mostly above about 40%, no sharp cut-off; inactive means mostly below about 27%
# SENP7 inh = blocks the human protease SENP7 | 1.5% of 330,000 active | Q9BQF6 | inhibition, % at 5 µM | recombinant SENP7, Z-RLRGG-aminoluciferin luminescence, 40 min | AID 434973;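 active means inhibition above about 50% at the single test dose, limit read from the data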;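 further: plate controls were DMSO with enzyme for no effect and no enzyme buffer wells for full effect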
# Target sequence (Q9BQF6 706-1050 limits assumed): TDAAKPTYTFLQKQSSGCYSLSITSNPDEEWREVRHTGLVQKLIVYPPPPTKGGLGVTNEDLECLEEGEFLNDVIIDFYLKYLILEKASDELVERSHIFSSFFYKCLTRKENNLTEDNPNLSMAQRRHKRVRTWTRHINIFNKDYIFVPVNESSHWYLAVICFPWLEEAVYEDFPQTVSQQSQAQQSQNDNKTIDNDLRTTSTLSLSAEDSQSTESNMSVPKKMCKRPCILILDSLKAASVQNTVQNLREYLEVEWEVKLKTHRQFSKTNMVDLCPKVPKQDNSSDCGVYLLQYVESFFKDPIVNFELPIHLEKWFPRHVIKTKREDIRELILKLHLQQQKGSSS
# NALP3 yeast inh = NALP3 inhibition in yeast | inhibition, % at 10 µM | Yeast reconstituted NLRP3/ASC/caspase-1, beta-gal luminescence, 24 h | AID 2825 | 0.39% of 330,000 active;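 active means inhibition of 50% or more; inactive means inhibition below 50%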;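 further: plate controls were induced DMSO wells for no effect and uninduced yeast grown without galactose for full effect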
# SENP6 inh = SENP6 protease inhibition. Q9GZR1. Recombinant SENP6 catalytic domain, aminoluciferin luminescence. inhibition, % at 10 µM. 1.8% of 330,000 active;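 active means inhibition above about 50% at the single tested dose, limit read from the data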;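 further: plate controls were DMSO wells with enzyme for no effect and DMSO wells lacking enzyme for full effect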
# Target sequence (Q9GZR1 628-1112 limits assumed): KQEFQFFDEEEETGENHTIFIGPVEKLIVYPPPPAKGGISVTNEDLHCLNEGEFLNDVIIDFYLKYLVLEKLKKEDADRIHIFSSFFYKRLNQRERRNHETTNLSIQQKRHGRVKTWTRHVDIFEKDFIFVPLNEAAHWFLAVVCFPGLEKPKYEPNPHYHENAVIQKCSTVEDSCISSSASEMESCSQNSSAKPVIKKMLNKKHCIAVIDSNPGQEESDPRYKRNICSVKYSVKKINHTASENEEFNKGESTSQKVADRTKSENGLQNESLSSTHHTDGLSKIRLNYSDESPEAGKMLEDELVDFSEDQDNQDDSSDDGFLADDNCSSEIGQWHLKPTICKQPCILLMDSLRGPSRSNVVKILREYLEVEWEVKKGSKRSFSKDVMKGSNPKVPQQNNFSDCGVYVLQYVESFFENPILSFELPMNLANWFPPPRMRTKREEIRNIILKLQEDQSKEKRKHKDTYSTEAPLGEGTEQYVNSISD
# Apaf-1 inh = blocks human Apaf-1 apoptosome activity; O14727; reconstituted apoptosome caspase-3 activity, DEVD-Rh110 fluorescence; inhibition, % at 20 µM; 0.71% of 330,000 active; active means inhibition of at least 40% at 20 µM;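 further: plate controls were DMSO wells for no effect and DEVD-CHO caspase inhibitor wells for full effect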
#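 Medium: Hepes buffer, pH 7.5 / System: biochemical Apaf-1 apoptosome reconstitution / Measured by: Rh110 fluorescence, excitation 480 nm, emission 540 nm / Times: compound with Apaf-1, dATP, procaspase-3 30 min, then 50 min reaction, room temperature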
# * marks the source's active call; other numbers are inactive results; . = not tested or not shown. Compounds were not picked by outcome. About 4.1% of those tested had a hit in this group.
SMILES,SENP8 block-1,HKDC1 inh,SENP1 FRET inh,PfG6PD inh,SENP8 block-2,SENP7 inh,NALP3 yeast inh,SENP6 inh,Apaf-1 inh
Cn1c(O)c(C2=c3ccccc3=NC2=O)sc1=Nc1ccc(Cl)cc1,-8,-4,-17,-3,21,-8,9,3,19
COc1ccc(Cl)cc1NC(=O)CN(C)C(=O)c1ccc(N2CCCCCC2)c([N+](=O)[O-])c1,6,2,-1,15,29,-1,23,-3,18
Cc1ccc(-c2nnnn2-c2ccc(C)cc2)cc1,7,-4,2,19,16,2,27,-2,2
Cc1ccccc1C(=O)N1CCC(C(=O)NC2CCCCC2)CC1,-5,-5,1,-2,1,-3,-2,9,3
Cc1c(/C=C(\C#N)C(=O)NCc2ccccc2)cc(C#N)n1C,1,-4,1,-1,-9,7,21,1,0
Cc1nc2ccccc2nc(C)c1=NOCc1ccccc1Cl,-1,-1,4,4,-7,11,-5,19,12
CCCCc1cc(=O)oc2cc(C)cc(OC(C)C(=O)O)c12 (stereo not given),-11,-4,-1,-25,-283,-8,13,9,-3
CC(C(=O)NCc1ccccc1)N1CCN(c2ccc(F)cc2)CC1 (stereo not given),-5,-3,1,-8,13,6,-3,7,5
Cc1cc(S(=O)(=O)N2CCN(c3ncccn3)CC2)ccc1-n1cnnn1,-2,2,0,-13,-6,5,6,-12,7
CNc1nc(Nc2ccccc2)nc(OCC(F)(F)F)n1,-1,-7,3,-5,6,2,9,9,-8
O=C(O)CCN1C(=O)C2C3c4ccccc4C(c4ccccc43)[C@@H]2C1=O (stereo not given in full),-3,1,3,-5,3,11,-3,-8,-16
CN(C)c1ccc(C#Cc2ccc3cc(CCCO)oc(=O)c3c2)cc1,-15,-2,-26,-4,-477,-5,37,-4,-17
CCCc1cc(C(=O)N2CCN(c3ccc(C(F)(F)F)cn3)CC2)sc1C,-2,3,2,20,7,-1,26,7,18
COC(=O)C1(C)NC(c2ccco2)C2C(=O)N(c3ccc(C)cc3)C(=O)C21 (stereo not given),-2,-1,-1,1,5,0,18,-1,-2
Cc1c(Cl)c([N+](=O)[O-])nn1CC(=O)Nc1c(C)n(C)n(-c2ccccc2)c1=O,-7,0,0,9,6,13,14,-12,7
C/C(CC(=O)Nc1ccc(N(C)C)cc1)=N\NC(=O)c1ccc([N+](=O)[O-])cc1Cl,-12,-4,1,-4,25,-10,14,-14,9
Cc1cccc(NC(=O)c2ccc3c(c2)OCCO3)c1,85*,-3,2,28,9,92*,27,86*,7
CNc1nc(N)c([N+](=O)[O-])c(NCCO)n1,-13,-7,-1,-5,22,-9,-12,-31,6
COc1cccc(/C=N/NC(=O)C(=O)N2CCCC2)c1O,-2,-28,3,-28,2,-10,13,-1,-19
Cc1ccc(S(=O)(=O)N2CCOCC2)cc1C(=O)N1CCN(c2ncccn2)CC1,-12,-1,-1,-20,-29,-6,-15,-10,5
COC(c1ccccc1)c1nnc(CCC(=O)NCCc2ccc(Cl)cc2)o1 (stereo not given),-4,4,-1,8,6,23,5,-5,5
CC1CC(C)CN(CCCNC(=O)Cc2c(C(=O)O)[nH]c3ccccc23)C1 (stereo not given),5,8,1,-9,12,2,6,-11,-10
COc1ccc(S(=O)(=O)N2CCN(CC(=O)Nc3ccccc3Cl)CC2)cc1,2,-2,0,14,-2,-5,19,-2,14
O=C(COC(=O)CNC(=O)c1ccccc1)Nc1ccc(S(=O)(=O)N2CCCC2)cc1,1,-12,1,30,7,-5,8,-2,-10
O=C(c1ccncc1)N1CCN(S(=O)(=O)c2cccc(Cl)c2)CC1,-13,-5,1,2,-7,6,19,-16,4
CCS(=O)(=O)N1CCN(c2ccc(C(=O)NC3C4CC5CC(C4)CC3C5)cc2[N+](=O)[O-])CC1 (stereo not given),-1,3,15,30,13,1,20,1,4
CC(=O)Nc1cccc(OCC(=O)Nc2ccccc2)c1,-15,3,2,-6,15,18,18,36,8
COc1cccc(Cl)c1NC(=O)N1CCN(c2ccnc3cc(Cl)ccc23)CC1,-12,-2,2,15,-58,-12,29,-12,10
N#CC12COC3(CCCCC3C1(C#N)C#N)OC2=N (stereo not given),2,-2,-29,13,-462,12,-2,-8,3
Cc1c(Cl)cccc1NC(=O)CCCCCN1C(=O)CCC1=O,-2,3,3,0,18,2,8,2,-3
COc1cc(C=O)ccc1OCC(=O)Nc1ccc2c(c1)OCO2,-1,-2,1,1,5,-5,-1,-3,4
CCCCOC(=O)c1ccc(NC(=O)COC(=O)C2CSC3(C)CCC(=O)N23)cc1 (stereo not given),-3,3,2,-5,9,5,25,-18,14
O=C(c1cccc(S(=O)(=O)Nc2ccccc2Cl)c1)N1CCN(C(=O)c2ccco2)CC1,-10,-1,-1,-37,14,-4,-14,0,-13
COc1ccc(NC(=O)c2sc(SC)nc2N)cc1,23,-7,0,-1,14,52*,38,35,-25
CC(=O)Oc1ccc(NC(=O)CCC2CCCCC2)c(C(=O)O)c1,-8,1,0,-8,-116,2,7,-19,7
O=S(=O)(c1ccc(NC2CCCc3ccccc32)nc1)N1CCOCC1 (stereo not given),2,6,1,-5,34,5,7,6,6
CCN1C(=O)CSc2ccc(C(=O)NCc3ccco3)cc21,-8,-6,-1,0,4,-7,-11,-4,-1
C=CCn1c(-c2csc(-c3ccc(OC)c(OC)c3)n2)n[nH]c1=S,8,-4,1,22,-34,4,17,28,4
CO/N=C(/C)CCS(=O)(=O)c1ccccc1,-2,-5,1,6,1,2,5,9,-2
CCOC(=O)Cc1csc(NC(=O)Nc2cccc(Cl)c2)n1,-9,-7,1,15,13,4,7,-9,6
COC(=O)c1ccc(CN2CCc3ccccc32)cc1,-8,-3,-6,5,10,-14,35,-11,7
COc1ccc(N(C(=O)CNC(=O)c2ccco2)C(C(=O)NC2CCCCC2)c2cccnc2)cc1 (stereo not given),2,3,2,5,2,-15,18,-22,-2
CC1/C(=N/O)C(CN(C)C)C2CC1C2(C)C (stereo not given),-3,-3,1,-10,21,-10,19,-2,1
CCOC(=O)c1oc2ccccc2c1NC(=O)Cc1cccs1,-5,-7,1,-12,-14,-1,8,-19,6
Cc1ccc(C(=O)Nc2cccc(C(O)c3ccccc3)c2)cc1 (stereo not given),1,-4,4,21,24,1,21,-15,6
CCOc1ccc(-c2nn3c(-c4ccc(F)cc4)nnc3s2)cc1,4,-6,-1,-1,-4,-12,17,3,5
Cc1c(C(=O)N(CCc2ccccc2)Cc2ccccc2)cccc1[N+](=O)[O-],11,-4,1,0,8,-2,-1,-3,41*
CCOC(=O)Cn1cc(/C=N/NC(=O)CC#N)c2ccccc21,-2,-5,2,0,18,-10,15,-8,4
O=C(/C=C/c1cccc(F)c1)Nc1ccc(S(=O)(=O)Nc2ncccn2)cc1,-1,3,-11,-8,10,-6,8,-36,-11
O=C(NCc1cccc(Br)c1)C1CC(c2cc(C(F)(F)F)cc(C(F)(F)F)c2)=NO1 (stereo not given),-18,-4,2,15,15,-16,1,-17,11
Cc1cc(C(=O)N/N=C/c2ccc(O)c(O)c2O)c(C)n1-c1ccccc1,.,18,-5,48,39,.,.,.,.
CN1C(=O)C2(OCC(CO)([N+](=O)[O-])CO2)c2ccccc21 (stereo not given),-4,-2,0,8,4,3,2,10,1
CC1CN=C(N(Cc2ccccc2)C(=O)Nc2ccccc2)S1 (stereo not given),-12,2,1,0,18,-6,6,7,9
COc1ccc(CNC(=O)CN2C(=O)NC(C)(c3cccc(Br)c3)C2=O)cc1 (stereo not given),13,-1,0,-5,21,3,15,-25,3
Cc1cc(S(=O)(=O)NCC(c2ccc(F)cc2)N2CCN(C)CC2)ccc1F (stereo not given),3,7,-1,7,6,-2,17,-9,5
O=C(NCCCN1CCCC1=O)NC12CC3CC(CC(C3)C1)C2,3,-2,3,-27,33,1,3,10,-1
CC(=O)Nc1ccc(NC(=O)CCCN2C(=O)c3ccccc3C2=O)cc1,-1,5,0,18,11,3,0,-7,-13
COc1ccccc1NC(=O)CN1CCN(C2c3ccccc3-c3ccccc32)CC1,0,2,1,13,11,0,29,-4,7
Cc1cc(C)n(C(=O)c2cc([N+](=O)[O-])cc([N+](=O)[O-])c2)n1,-1,-3,2,0,10,2,-22,-3,1
COc1ccc(-c2ocnc2C(=O)N2CCN(Cc3cccnc3)CC2)cc1,1,0,2,6,12,6,7,-2,0

# Going on with the list.
SMILES,SENP8 block-1,HKDC1 inh,SENP1 FRET inh,PfG6PD inh,SENP8 block-2,SENP7 inh,NALP3 yeast inh,SENP6 inh,Apaf-1 inh
COC(=O)c1ccc(C(=O)OC)c(NC(=O)C2CC2)c1,-3,-4,6,-5,-220,-4,18,-11,0
Cc1ccc(CN2CCC(n3nccc3NC(=O)c3ccccc3C)CC2)o1,-6,-2,1,-3,6,-1,18,-5,-6
CCn1ncc2c1C(=O)NC1c3ccccc3C(=O)N21 (stereo not given),-5,-5,4,-5,8,0,-1,-19,4
COc1ccc(-c2csc(NC(=O)CCCc3cccs3)n2)cc1,1,4,0,-2,9,1,19,0,-2
Cn1cccc1C(=O)OCc1ccc(C(C)(C)C)cc1,-14,0,0,15,2,-19,0,-12,18
COc1ccc(N(CC(=O)N2CCc3ccccc32)S(=O)(=O)c2c(C)noc2C)cc1,3,12,5,1,14,2,9,9,14
Cc1noc(C)c1COc1cccc(C(=O)Nc2ccc(C#N)cc2)c1,-14,1,-2,-7,10,7,4,-32,6
COC(=O)CNC(=O)C1(C)C=CCN1C(=O)c1ccccc1 (stereo not given),-13,3,2,1,6,-6,12,-14,2
COc1cc(/C=N/NC(=O)c2cncc(Br)c2)cc([N+](=O)[O-])c1O,66*,-19,-32,-16,28,72*,6,83*,10
CCOc1ccc2nc(NC(=O)C3CCN(c4cnccn4)CC3)sc2c1,-12,0,-1,-10,-245,-15,36,-11,22
COCCn1c(C)nnc1SCC(=O)NNC(=O)c1ccc(Cl)cc1,5,-4,4,2,16,-4,11,10,-2

# Shown as labelled records: entries from further up.
COC(=O)c1ccc(C(=O)OC)c(NC(=O)C2CC2)c1
  SENP8 block-1 = -3	HKDC1 inh = -4	SENP1 FRET inh = 6	PfG6PD inh = -5	SENP8 block-2 = -220	SENP7 inh = -4	NALP3 yeast inh = 18	SENP6 inh = -11	Apaf-1 inh = 0

Cc1ccc(CN2CCC(n3nccc3NC(=O)c3ccccc3C)CC2)o1
  SENP8 block-1 = -6	HKDC1 inh = -2	SENP1 FRET inh = 1	PfG6PD inh = -3	SENP8 block-2 = 6	SENP7 inh = -1	NALP3 yeast inh = 18	SENP6 inh = -5	Apaf-1 inh = -6

CCn1ncc2c1C(=O)NC1c3ccccc3C(=O)N21 (stereo not given)
  SENP8 block-1 = -5	HKDC1 inh = -5	SENP1 FRET inh = 4	PfG6PD inh = -5	SENP8 block-2 = 8	SENP7 inh = 0	NALP3 yeast inh = -1	SENP6 inh = -19	Apaf-1 inh = 4

COc1ccc(-c2csc(NC(=O)CCCc3cccs3)n2)cc1
  SENP8 block-1 = 1	HKDC1 inh = 4	SENP1 FRET inh = 0	PfG6PD inh = -2	SENP8 block-2 = 9	SENP7 inh = 1	NALP3 yeast inh = 19	SENP6 inh = 0	Apaf-1 inh = -2

# High-throughput results as filed in PubChem BioAssay.
